GCN5L2 inh: GCN5L2 (KAT2A) acetyltransferase inhibition. GCN5L2 HAT assay, ThioGlo1 CoA-SH fluorescence. Potency, µM (titrated, usually from 58.9 µM), for inactives: at the highest dose activity change, negative = inhibition, hits mostly inhibitors. actives 0.21% (n = 390,000). AID 504327
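Free CoA generated was detected with ThioGlo1 (50uM) fluorescence at Ex340nm/Em540nm, read immediately and after 20 min at room temperature. Enzyme, 20 nM in HEPES pH 7.5 buffer, saw compounds 15 min before adding 75uM H3(1-25) peptide and 70uM acetyl-CoA.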
DT40 TDP1 no CPT: qHTS for Inhibitors of human tyrosyl-DNA phosphodiesterase 1 (TDP1): qHTS in cells in absence of CPT; actives 15% (n = 420,000); AID 686978, 2013; Potency, µM (series often up to 46.2 µM), for the others: at the top dose activity change, negative = growth inhibition, hits mostly inhibitors; DT40 Tdp1-/- hTDP1 cells, no CPT, ATP luminescence, 48 h; further: nearly all actives have a fitted effect of over 55% in size
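Chicken DT40 Tdp1-/- cells complemented with human TDP1, screened without camptothecin (DMSO vehicle only), 400 cells/well. Compounds pin-transferred, cells incubated at 37 °C for at least 48 hr. Growth read as ATP-dependent luminescence (CellTiter-Glo, 30 min at RT).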
TDP1 block: inhibitors of human tyrosyl-DNA phosphodiesterase TDP1. recombinant TDP1, AlphaScreen DNA substrate cleavage. actives 0.28% (n = 350,000). AID 485290. Q9NUW8. Potency, µM (titrated, usually from 130 µM), inactives show at the highest dose activity change, negative = inhibition, most hits filed as inhibitors; further: nearly all actives have a fitted effect of over 40% in size
Target sequence (Q9NUW8 whole entry, looked up): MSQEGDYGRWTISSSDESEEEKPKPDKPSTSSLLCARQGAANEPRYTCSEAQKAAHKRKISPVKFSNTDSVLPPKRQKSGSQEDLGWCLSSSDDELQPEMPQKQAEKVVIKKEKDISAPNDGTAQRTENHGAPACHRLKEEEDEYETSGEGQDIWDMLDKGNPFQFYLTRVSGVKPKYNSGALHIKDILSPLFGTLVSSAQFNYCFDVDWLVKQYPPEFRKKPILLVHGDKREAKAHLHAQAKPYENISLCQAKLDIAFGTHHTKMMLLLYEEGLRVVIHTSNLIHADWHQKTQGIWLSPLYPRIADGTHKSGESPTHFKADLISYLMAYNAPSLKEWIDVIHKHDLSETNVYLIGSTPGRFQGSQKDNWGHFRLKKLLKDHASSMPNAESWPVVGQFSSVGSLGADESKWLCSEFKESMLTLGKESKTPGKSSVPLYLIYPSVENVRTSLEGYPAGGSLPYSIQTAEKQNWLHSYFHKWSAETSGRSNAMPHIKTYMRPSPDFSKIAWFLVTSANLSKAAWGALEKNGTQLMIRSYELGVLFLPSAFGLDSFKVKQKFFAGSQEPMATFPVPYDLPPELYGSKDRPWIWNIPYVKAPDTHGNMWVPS
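Steps: enzyme plus compound, 15 min RT; add biotin/phosphotyrosine-FITC oligonucleotide (15 nM final), react 5 min; add donor/acceptor beads (10 ug/ml final), 10 min; read AlphaScreen. Tdp1 at 1 nM final.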
The depositor's hits bear a star; ? = inconclusive; · = no result given; & = joins results of further samples; ! = repeats disagree; [ ] = another dose, or the depositor's remark. The call rests on the fitted dose curve; in most records, active means well fitted curve in the direction sought with a large enough effect; inconclusive means small, poorly fitted or top-dose-only effect, or another doubt; inactive means no such curve, though single readings can be large; an effect the other way counts as inactive or inconclusive. On the % scale 0 is the no-effect control and ±100 the full control effect; potency means the concentration at half of the fitted maximal effect.

Screens in order – GCN5L2 inh	DT40 TDP1 no CPT	TDP1 block
> Cc1cccc(-n2c(O)c(/C=N/NC(=O)c3ccncc3)c(=O)[nH]c2=O)c1
    -6%	-17%	6%
> CCOC(=O)C1=C(N)Oc2cc(C)oc(=O)c2C12C(=O)N1c3c(cc(OC)cc32)C(C)=CC1(C)C (stereo not given)
    -4%	?	4%
> CN1CCN(C(=O)COc2ccc(N(C)S(=O)(=O)c3ccc(F)cc3)cc2)CC1
    0%	?	-5%
> COc1ccc(CCNCc2ccc(C)s2)cc1OC
    -9%	-15%	2%
> Cc1oc2cc3oc(=O)c(CCC(=O)N4CCCCC4)c(C)c3cc2c1C
    -15%	23µM*	9%
> Cc1cc(OC(=O)N(C)C)nc(SCc2c(Cl)cccc2Cl)n1
    -1%	?	-4%
> CN1C(=O)C(=Cc2ccc(N3CCOCC3)o2)C(=O)N(C)C1=S
    -6%	-24%	7%
> Cc1cc(C)cc(Nc2nc3ccc(C)cc3n3cnnc23)c1
    -12%	?	·
> CC1=CC(=O)C2=C(C)CC(O)C3C(C)C(=O)OC3C12 (stereo not given)
    1%	1%	4%
> C=C[C@@]12CN(C)[C@H]3[C@H]1[C@@]1(C(=O)Nc4ccccc41)C1CC2[C@@H]3CO1
    -3%	15%	·
> O=C(c1cnccn1)N1CCC2(CC1)CN(Cc1ccncc1)C2
    9%	-10%	·
> CC(=O)c1ccc(NC(=O)N2C[C@H]3C[C@@H](C2)c2cccc(=O)n2C3)cc1
    0%	2%	·
> CC(C)(C)NCC(O)c1ccccc1Cl (stereo not given)
    5%&8%	-4%	9%&8%[56.1 µM]
> O=C(NCCSc1c(-c2ccccc2)[nH]c2ccccc12)c1ccc(S(=O)(=O)N2CCOCC2)cc1
    -7%	8.2µM*	6%
> CCOCCCNC(=O)C1c2cc(OC)c(OC)cc2C(=O)N2CCCCC12 (stereo not given)
    0%	-2%	2%
> CNCC[C@H](Oc1cccc2ccccc12)c1cccs1
    13%&-6%	23µM*	-2%&12%
> C=C1C2[C@H](OC(C)=O)[C@@H]3CC(=O)[C@]4(C)OC[C@@]3(C)[C@@]4(O)[C@@H](OC(C)=O)[C@H](OC(C)=O)[C@@]2(COC(=O)c2ccccc2)[C@@H](OC(C)=O)C[C@@H]1O (stereo not given in full)
    8%	?	·
> CC1=CC(=C2C(=O)NC(=S)NC2=O)C=C(C(F)(F)F)N1C
    2%[0.501 µM]	-1%	·
> CCC(=O)OC1(c2ccccc2)CCN(C)CC1C (stereo not given)
    -2%	-11%	-1%
> O=C(Cc1ccccc1)N1CCN(C2CCCC2)CC1
    -7%	-13%	-2%
> COC(=O)C1=C(c2ccc(F)cc2OCc2ccccc2)C[C@@H]2CC[C@H]1N2C(=O)NCc1ccc([N+](=O)[O-])cc1
    -13%	?	-1%
> CN1CCN(C(=O)OC2c3nccnc3C(=O)N2c2ccc(Cl)cn2)CC1 (stereo not given)
    -2%	-15%&10%	3%&5%&4%
> COc1cc([C@@H]2c3cc4c(cc3[C@H](O)[C@H]3COC(=O)[C@H]23)OCO4)cc(OC)c1OC
    -1%	0.15µM*!	-5%
> O=c1c2ccccc2cnn1Cc1n[nH]c(=S)n1C1CC2CCC1C2 (stereo not given)
    -1%	18µM*	·
> COc1ccccc1CNC(=O)CCC(=O)N1C[C@H]2C[C@@H](C1)c1cccc(=O)n1C2
    -1%	-4%	·
> COC(=O)C1=C(c2ccc(F)cc2OCc2ccccc2)C[C@@H]2CC[C@H]1N2C(=O)NCc1ccc(C)cc1
    -11%	?	1%
> CN[C@@H]1C[C@H]2O[C@@](C)([C@@H]1OC)n1c3ccccc3c3c4c(c5c6ccccc6n2c5c31)C(=O)NC4
    ?	·	16%
> C[C@]12CCC3C(CC[C@H]4C[C@@H](O)CC[C@]34C)[C@H]1CC[C@H]2O (stereo not given in full)
    1%	?	0%
> Cc1ccc(-n2c(=O)[nH]c3ccc(Br)cc3c2=O)cc1
    -6%	-21%	0%[12.3 µM]
> CCC(=O)N1N=C(c2c(O)n(CCc3ccccc3)c(=O)[nH]c2=O)CC1c1ccc(OC)c(OC)c1 (stereo not given)
    -9%	?	·
> CCCCC1C(=O)NC(=S)NC1=O
    ?	·	0%
> CN1CCN(S(=O)(=O)c2ccc(Cl)nc2)CC1
    4%	-1%	3%
> C=CCn1c(O)c(/C(C)=N/N2CCN(C)CC2)c(=O)[nH]c1=O
    -5%	-11%	·
> COc1ccc(CN2CCN(C(=O)Cc3ccccc3)CC2)cc1Br
    -1%	-10%	·
> CC(=O)OC1N=C(c2ccccc2Cl)c2cc(Br)ccc2NC1=O (stereo not given)
    -3%	?	9%
> Cc1nnc2n1-c1ccc(Cl)cc1C(c1ccccc1)=NC2
    16%&1%	?	6%&3%
> O=c1oc2ccccc2c(O)c1Cc1c(O)c2ccccc2oc1=O
    -19%[21.4 µM]	-8%[21.1 µM]	10%[56.1 µM]
> COc1ccc(OC)c(N=Cc2c(O)n(Cc3ccccc3)c(=S)[nH]c2=O)c1
    ?	-16%	5%
> O=C(NCc1cccnc1)NC1CCCCC1
    ·	-8%	5%
> Cn1cc(/C=C2\C(=O)NC(=O)N(c3ccccc3)C2=O)c2ccccc21
    4%	-11%	·
> COc1ccc(C2=NCc3nnc(C)n3-c3ccc(Cl)cc32)cc1Cl
    3%	?	9%
> O=c1c2ccccc2nc(/C=C\c2ccccc2[N+](=O)[O-])n1-c1ccccc1O
    -3%	23µM*	7%
> O=C(O)COc1ccc(Br)cc1C(c1c(C(=O)O)[nH]c2ccccc12)c1c(C(=O)O)[nH]c2ccccc12
    ?	25%	·
> CC1N(O)C2CCCCCC2N1O (stereo not given)
    -4%	2%	·
> CCN(CCNc1ccc([N+](=O)[O-])c2cccnc12)S(=O)(=O)c1ccc(Cl)cc1
    -6%	?	6%
> CCCCN(CC)c1c([N+](=O)[O-])cc(C(F)(F)F)cc1[N+](=O)[O-]
    0%	18%	10%[56.1 µM]
> O=C1CCC[C@H]2[C@@H]3CCCN4CCC[C@H](CN12)[C@H]34
    12%	·	6%
> CC(C)c1ccc2[nH]c(O)c(N=NC(=O)c3cccc(S(=O)(=O)Nc4ccc(Cl)cc4)c3)c2c1
    -8%	10µM*	-2%
> CC(=NCCCn1ccnc1)c1c(O)n(C2CCCCC2)c(=O)[nH]c1=O
    -2%	-16%	3%
> Cc1ccc(C)c(N2CCN(C(=O)CCNS(=O)(=O)c3ccc4c(c3)oc(=O)n4C)CC2)c1
    -1%	?	4%
> CCOC(=O)c1c(C)[nH]c(C(=O)C(Cc2ccccc2)N(C)C)c1C (stereo not given)
    -1%	?	0%
> O=c1c2cc(N3CCOCC3)ccc2[nH]c(=S)n1Cc1ccc(Cl)cc1
    -20%	15µM*	-2%
> O=C(c1ccc2c(c1)OCO2)C1CCCN(Cc2ccc(F)c(F)c2)C1 (stereo not given)
    -17%	-24%	5%
> CCCCn1c(=O)c(C(=O)Nc2ccccc2Cl)c(O)c2ccccc21
    1%	26µM*	·
> COc1ccc(OC)c(C(O)C(C)N)c1 (stereo not given)
    1%&2%&7%	-3%	3%
> CSCCC(N=Cc1c(O)n(-c2ccc(Cl)cc2)c(=O)[nH]c1=O)C(=O)OC(C)(C)C (stereo not given)
    -2%	6%	5%
> CCc1ccc(-n2c(O)c(/C=N/NC(=O)c3ccncc3)c(=O)[nH]c2=O)cc1
    -7%	4%	4%
> ON1C2CCCCC2N(O)C1c1ccccc1 (stereo not given)
    -4%	?	-2%
> CC(=O)Nc1ccccc1C(=O)OCC(=O)c1cccc2ccccc12
    ?	-17%	0%
> NC(=O)c1ccc(OCCC(O)N2CC=C(c3ccc(F)cc3)CC2)cc1 (stereo not given)
    -4%	?	·

An excerpt from above, reduced to DT40 TDP1 no CPT.
SMILES | DT40 TDP1 no CPT
COc1ccc(OC)c(C(O)C(C)N)c1 (stereo not given) | -3%
CSCCC(N=Cc1c(O)n(-c2ccc(Cl)cc2)c(=O)[nH]c1=O)C(=O)OC(C)(C)C (stereo not given) | 6%
CCc1ccc(-n2c(O)c(/C=N/NC(=O)c3ccncc3)c(=O)[nH]c2=O)cc1 | 4%
ON1C2CCCCC2N(O)C1c1ccccc1 (stereo not given) | ?
CC(=O)Nc1ccccc1C(=O)OCC(=O)c1cccc2ccccc12 | -17%
NC(=O)c1ccc(OCCC(O)N2CC=C(c3ccc(F)cc3)CC2)cc1 (stereo not given) | ?

Three entries already listed, ordered by SMILES length, descending:
Screens in order – GCN5L2 inh	DT40 TDP1 no CPT	TDP1 block
> Cc1ccc(C)c(N2CCN(C(=O)CCNS(=O)(=O)c3ccc4c(c3)oc(=O)n4C)CC2)c1
    -1%	?	4%
> NC(=O)c1ccc(OCCC(O)N2CC=C(c3ccc(F)cc3)CC2)cc1 (stereo not given)
    -4%	?	·
> ON1C2CCCCC2N(O)C1c1ccccc1 (stereo not given)
    -4%	?	-2%

Going on with the list:
Screens in order – GCN5L2 inh	DT40 TDP1 no CPT	TDP1 block
> Cc1cccc(N2C(=O)/C(=C/N3CCN(C(=O)c4ccco4)CC3)C(=O)NC2=S)c1
    -2%	7%	1%
> O=C(Nc1ccc(C(F)(F)F)cc1)OC1CN2CCC1CC2 (stereo not given)
    -3%	?	4%
> O=C(NC1CC1)C1CSC(c2cccnc2)=N1 (stereo not given)
    1%	-5%	7%
> CC1CCC(NC(=O)c2cc3c(=O)n(C)c4ccccc4c3n2C)CC1 (stereo not given)
    -11%	?	3%
> Cc1ccc(-c2cc(C(F)(F)F)n3nc(C(=O)Nc4c(C)n(C)n(-c5ccccc5)c4=O)cc3n2)cc1
    -11%	?	7%
> C/C=C(\C)C(=O)N[C@@H](c1ccccc1)[C@@H](O)C(=O)O[C@H]1C[C@@]2(O)[C@@H](OC(=O)c3ccccc3)C3[C@](C)(C(=O)[C@H](OC(C)=O)C(=C1C)C2(C)C)[C@@H](O)C[C@H]1OC[C@@]31OC(C)=O (stereo not given in full)
    -2%&-16%	0.01µM*	6%
> OC(CCNCCc1c[nH]c2ccccc12)C(F)(F)Cl (stereo not given)
    -20%	5%	6%
> O=c1[nH]c(=S)n(-c2ccc(Cl)cc2)c(O)c1C=Nc1ccc(N2CCOCC2)cc1
    -18%	1%	1%
> COC(=O)c1nc(-c2ccc3c(n2)C(=O)C(N)=C(OC)C3=O)c(N)c(-c2ccc(OC)c(OC)c2O)c1C
    -7%	0.92µM*	1%
> C/C(CC(c1ccccc1)c1c(O)c2ccccc2oc1=O)=N\Nc1ccc([N+](=O)[O-])cc1[N+](=O)[O-] (stereo not given)
    -9%	-7%	·
> CC(C)(C)C(=O)Nc1ccc(S(=O)(=O)N2CC3CC(C2)c2cccc(=O)n2C3)cc1 (stereo not given)
    -8%	8%	3%
> NC(=S)N/N=C/c1coc2ccccc2c1=O
    29%	-6%	0%
> CCc1ccc(OCCCN=C(C)c2c(O)n(C)c(=O)n(C)c2=O)cc1
    0%	18µM*	5%
> CCCN[C@@H]1C(=O)N2C(C(=O)OCCC)=C(C)CS[C@H]12
    2%	?	·
> CCOc1cc2[nH]c(=O)n(CCCCC(=O)N3CCN(c4cccc(Cl)c4)CC3)c(=O)c2cc1OCC
    -4%	5.2µM*	0%
> CN1C(=O)C(=Cc2ccc(N(C)C)c([N+](=O)[O-])c2)C(=O)N(C)C1=O
    -4%	·	-1%
> Cc1cccc(CN2CCc3nc(N4CCN(c5ccccn5)CC4)ncc3C2)c1
    22%	10µM*	-1%
> COC(=O)C1=C(c2ccc(F)cc2OCc2ccccc2)C[C@@H]2CC[C@H]1N2C(=O)NCCOc1ccc(OC)cc1
    -7%	16µM*	2%
> Oc1ccc2c3c1O[C@H]1c4[nH]c5ccccc5c4C[C@@]4(O)C(C2)N(CC2CC2)CCC314 (stereo not given in full)
    -7%&-1%	?	9%&11%
> Cn1cccc1/C=C1\C(=O)NC(=O)N(Cc2ccco2)C1=O
    -19%	?	18µM*
> O=C(NCC(c1cccnc1)N1CCN(c2ccccc2F)CC1)Oc1ccccc1 (stereo not given)
    0%	?	5%
> O=C1C2CCCN2C(c2cccs2)N1c1ccccn1 (stereo not given)
    -16%	-11%	2%
> CCc1ccc(-c2nn(Cc3ccccc3)cc2C=O)cc1
    -5%	?	0%
> COc1cc(OC)cc(C(=O)Nc2ccc(Br)cc2C(=O)c2ccccc2)c1
    -5%	-25%	3%

Screening results as filed in PubChem BioAssay.

Some of the compounds tested; count on the stated rates, not on these rows.
